# From PubChem
# H37Rv inhibition: M. tuberculosis growth inhibition, HTS (AID 449762); inhibition, % at 25 µM; hits with a dose series show IC50 in µM; 330,000 tested, 0.59% active; M. tuberculosis H37Rv growth inhibition, 7H9 media; higher % means a stronger effect; in the data active = a potency from the dose series; inconclusive = inhibition above about 70% without an active follow-up result;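 also: bacterial growth assessed after seven days of incubation; strong numbers were not always called active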
# PhoP GFP inhibition: PhoP regulon inhibitors, Salmonella typhi PhoP promoter GFP reporter, confirmatory (AID 1850). inhibition, % at 50 µM, or IC50 in µM where a hit was titrated. Salmonella Typhi PhoP-promoter GFP reporter, fluorescence, 4 h; higher % means a stronger effect. 310,000 tested, 0.33% active; in the data active = a potency from the dose series; inconclusive = inhibition mostly from about 25% at the one dose, without a potency; inactive = the rest, 99 in 100 with inhibition below about 19%;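 also: 0% = induced wells with vehicle and 100% = uninduced wells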
# influenza NS1A: H1N1 influenza NS1A inhibitors, functional cell based assay (AID 504329). 340,000 tested, 0.3% active. inhibition, % at 12.5 µM; hits with a dose series show IC50 in µM. NS1A functional cell-based assay, percent inhibition; higher % means a stronger effect; in the data active = a potency from the dose series; inconclusive = inhibition above about 27% without an active follow-up result; also: strong numbers were not always called active
# M. tuberculosis: growth inhibition of non-replicating M. tuberculosis (AID 488890); Mycobacterium tuberculosis non-replicating, growth inhibition; higher % means a stronger effect; one-dose inhibition, % at 25 µM; IC50 in µM for titrated hits; 320,000 tested, 0.39% active; in the data active = a potency from the dose series; inconclusive = inhibition mostly from about 82% at the one dose, without a potency; inactive = the rest, 99 in 100 with inhibition below about 76%;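 also: plate controls were DMSO cells for no effect and high antibiotic wells for full effect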
# VEEV TC-83 Vero: inhibitors of VEEV TC-83 cytopathic effect, confirmation, Vero cells (AID 588727); Vero cells, VEEV TC-83 cytopathic effect inhibition; higher % means a stronger effect; inhibition, % at 20 µM, or IC50 in µM where a hit was titrated; 350,000 tested, 0.13% active; in the data active = a potency from the dose series; inconclusive = inhibition mostly from about 14% at the one dose, without a potency; inactive = the rest, 99 in 100 with inhibition below about 12%; also: strong numbers were not always called active
# VEEV TC-83 Vero 10K pilot screen: also measured in VEEV TC-83 Vero; calls as there; inhibition, %; measured here: 10K pilot screen inhibition
# Active calls of the source: *; i = inactive; u = inconclusive; x = not tested or not shown.
SMILES,H37Rv inhibition,PhoP GFP inhibition,influenza NS1A,M. tuberculosis,VEEV TC-83 Vero,others
Cc1occc1C(=O)N1CCCC(N2CCN(c3cccc(Cl)c3)CC2)C1 (stereo not given),6%,-9%,22%,10%,2.9%,
COc1ccccc1N1CCN(C(=O)c2cc(-c3ccc(F)cc3)on2)CC1,-2%,-5%,2%,0%,1.2%,
COc1ccc(-n2nnnc2Sc2ccc(S(=O)(=O)N3CCOCC3)cn2)cc1,-1%,8%,6%,17%,1.4%,
Cc1ccc2nc(-c3ccncc3)cc(C(=O)N3CCOCC3)c2c1,6%,-5%,-3%,16%,8.3%,
O=c1c2c3c(sc2nc(N2CCNCC2)n1-c1cccc(Cl)c1)CCCCC3,98%,14%,x,u,x,
CC1CN(c2nc3ccccc3nc2C(C#N)C(=O)NC2CCCCC2)CC(C)O1 (stereo not given),0%,-21%,x,-9%,x,
Cc1ccc(O)c(C2=Nc3ccccc3C2(C)C)c1,0%,7%,-8%,x,0.8%,
Cc1ccc2nc(-c3cccc(SC4CCCCC4)c3)c(NCc3ccccc3)n2c1,-2%,x,10%,2%,1.8%,
COC(=O)C1CN(C(=O)COc2ccc(C)c(C)c2)c2ccccc2O1 (stereo not given),19%,-9%,-16%,51%,i,
CCCCCC1C(=O)CCC1CC(=O)OC (stereo not given),x,x,-11%,x,1.0%,
Cc1ccc(C(=O)N[C@H](C(=O)Nc2cc(Cl)cc(Cl)c2)C(C)C)cc1,1%,-6%,1%,-8%,0.9%,
CCc1ccc(Nc2nc(N3CCOCC3)nc(N3CCOCC3)n2)cc1,1%,7%,-1%,-5%,0.3%,
CC(C)CC1c2[nH]c3ccccc3c2CCN1CCCn1cccn1 (stereo not given),1%,1%,x,16%,35%,
CN(C)Cc1c(C(=O)N/N=C/c2cccs2)nnn1-c1nonc1N,-1%,-2%,-12%,-2%,i,
Cc1ccsc1/C=N/NC(=O)Cc1cc(=O)[nH][nH]1,7%,0%,-2%,-2%,12%,
CCS(=O)CC(=O)Nc1c(-c2ccccc2)oc2ccccc2c1=O (stereo not given),4%,-15%,x,-6%,1.1%,
CCN1CCN(C(c2cccs2)C(C)NS(=O)(=O)c2ccccc2)CC1 (stereo not given),2%,-2%,5%,-8%,0.8%,
COCC(C)n1c(SCC(=O)Nc2oc(C)c3c(C)n[nH]c(=O)c23)nc2ccccc2c1=O (stereo not given),2%,-8%,23%,3%,8.0%,
Cc1csc(NC(=O)C2CCC(C)(C(=O)O)C2(C)C)n1 (stereo not given),-8%,6%,-7%,-13%,i,
Cc1nn(C)cc1CNC(=O)COc1ccc(Cl)cc1Cl,5%,-6%,0%,12%,0.7%,
CCC(=O)c1ccc(OCC(=O)N2CCc3cc(OC)c(OC)cc3C2)cc1,0%,-5%,26%,10%,0.4%,
c1ccc(Cn2c(-c3ccccc3)nc3nc4ccccc4nc32)cc1,-14%,-7%,10%,28%,0.4%,VEEV TC-83 Vero 10K pilot screen=0.2
Clc1nc(Oc2ccccc2)nc(-c2cn(-c3ccccc3)c3ccccc23)n1,-2%,8%,8%,-6%,0.7%,
CCc1ccccc1NC(=S)NC1CC2CCC(C1)N2Cc1ccco1 (stereo not given),-9%,0%,-2%,26%,i,

# Next section, overlapping the part above by 6 compounds.
SMILES,H37Rv inhibition,PhoP GFP inhibition,influenza NS1A,M. tuberculosis,VEEV TC-83 Vero,others
Cc1csc(NC(=O)C2CCC(C)(C(=O)O)C2(C)C)n1 (stereo not given),-8%,6%,-7%,-13%,i,
Cc1nn(C)cc1CNC(=O)COc1ccc(Cl)cc1Cl,5%,-6%,0%,12%,0.7%,
CCC(=O)c1ccc(OCC(=O)N2CCc3cc(OC)c(OC)cc3C2)cc1,0%,-5%,26%,10%,0.4%,
c1ccc(Cn2c(-c3ccccc3)nc3nc4ccccc4nc32)cc1,-14%,-7%,10%,28%,0.4%,VEEV TC-83 Vero 10K pilot screen=0.2
Clc1nc(Oc2ccccc2)nc(-c2cn(-c3ccccc3)c3ccccc23)n1,-2%,8%,8%,-6%,0.7%,
CCc1ccccc1NC(=S)NC1CC2CCC(C1)N2Cc1ccco1 (stereo not given),-9%,0%,-2%,26%,i,
COc1ccc(N2CC(O)(c3ccc(OC(F)F)cc3)[N+]3=C2CCCC3)cc1 (stereo not given),-3%,4%,2%,5%,1.3%,
Cc1cc(N2C(=O)C(O)=C(C(=O)c3cccs3)C2c2cccc(Br)c2)no1 (stereo not given),4%,-4%,9%,61%,i,
O=C(NC(CO)(CO)CO)[C@@H]1CCCN1S(=O)(=O)c1cccc2cccnc12,-2%,-7%,5%,-5%,0.2%,VEEV TC-83 Vero 10K pilot screen=0.4
O=C(Nc1ccc2nn(-c3ccccc3)nc2c1)c1cccnc1,10%,-5%,0%,5%,3.7%,
CC(=NCc1ccc2c(c1)OCO2)C1=C(O)c2ccccc2C1=O,1.1µM*,12%,-3%,u,i,
CCOC(=O)c1sc(NS(=O)(=O)c2cc(C)ccc2C)nc1C,-11%,-2%,-9%,11%,6.7%,
COc1ccc(/C=N/NC(=O)c2cc(-c3ccccc3)nc3ccccc23)c(C(=O)O)c1OC,4%,0%,-23%,-12%,2.1%,
COC(=O)c1nn(-c2ccc(OC)cc2)c(=O)c2c(N)sc(C)c12,-11%,-11%,0%,15%,0.7%,
CC(C)(C)C1CCc2c(C(=O)NNC(=O)CCCC(=O)O)csc2C1 (stereo not given),-8%,13%,-3%,14%,i,
O=C(CCc1nc(-c2ccccc2F)no1)NCCN1CCc2ccccc2C1,-9%,-1%,0%,12%,1.6%,
O=C(Nc1sc2c(c1C(=O)NCC(O)CO)CCCC2)c1ccccc1 (stereo not given),-6%,1%,0%,-4%,0.5%,
CC1(NC(=S)Nc2ccc3ccccc3c2)CCS(=O)(=O)C1 (stereo not given),u,1%,5%,u,0.9%,
COC(=O)C1=C(c2cccc(C#N)c2)C[C@@H]2CC[C@H]1N2C(=O)NCCOc1ccccc1Cl,-8%,x,0%,-14%,0.8%,
CCc1ccc2c(CN3CCOCC3)cc(=O)oc2c1,3%,7%,-1%,-11%,i,
COc1ccc(NC(=O)Cc2nnc(SCC(=O)NC3CCCCC3)n2C)cc1,0%,10%,8%,-7%,i,
O=C(CN1C(=O)COc2ccccc21)Nc1ccccc1F,6%,-4%,2%,-5%,0.1%,
CCOC(=O)N1CCN(C(=S)NC(C)(C)C)CC1,-13%,8%,2%,6%,2.4%,
CCNc1nc(OCCNS(=O)(=O)c2cc(C)ccc2C)nc(N(C)C)n1,-6%,-4%,-9%,8%,0.6%,
O=C(CSc1nc(-c2ccco2)cc(C(F)(F)F)n1)Nc1ccccc1C(F)(F)F,-1%,-2%,-1%,-14%,0.1%,
CSc1nc2c(c(=O)[nH]c(=O)n2C)n1Cc1ccc(Cl)cc1,3%,-1%,1%,14%,2.6%,
CCOC(=O)c1ccc(NC(=O)c2cccc(S(=O)(=O)N3CCOCC3)c2)cc1,3%,-12%,-5%,22%,12%,
CCCCOc1ccc(C(=O)Nc2ccc(S(=O)(=O)Nc3onc(C)c3C)cc2)cc1,6%,2%,-15%,77%,0.6%,
O=C(OCC(=O)N1CCN(c2ccccc2)CC1)c1cccs1,23%,2%,-2%,67%,i,
O=C(CSc1ccc2nnc(-c3cccnc3)n2n1)c1ccccc1,-1%,-1%,-2%,0%,0.3%,
COCCNC(=S)N(CCO)Cc1cc2cc3c(cc2[nH]c1=O)OCO3,3%,3%,-5%,1%,3.5%,
Cc1ccccc1NS(=O)(=O)c1cc2c(cc1C)NC(=O)CO2,-6%,6%,1%,-1%,0.6%,VEEV TC-83 Vero 10K pilot screen=0.4
Cn1cccc1Cc1nnc(SCC(=O)NCc2ccccc2Cl)n1-c1ccc(F)cc1,-2%,15%,10%,17%,5.0%,
Cc1ccc(S(=O)(=O)N2CCC(C(=O)NN3CCCCC3)CC2)cc1,-11%,x,-8%,-16%,0.5%,
Cc1cc(C)cc(N(CC(=O)NCc2ccco2)C(=O)c2snc(C(N)=O)c2N)c1,-8%,-3%,0%,15%,6.3%,
O=C(c1ccccc1)N1N=C(c2ccccc2)CC1c1cccs1 (stereo not given),6%,2%,-21%,0%,i,
O=C(CSc1cccc2cccnc12)N1CCCC1,22%,-16%,-2%,34%,12%,
COCCN(C(=O)CSc1nnc2cc(C)c3ccccc3n12)c1c(N)n(Cc2ccccc2)c(=O)[nH]c1=O,6%,-7%,-3%,-1%,i,
Cc1cccc(NC(=O)CN2C(=O)COc3ccc(Cl)cc32)c1,-4%,2%,-8%,17%,i,
Cn1ccnc1SCC(=O)Nc1cc(F)ccc1F,-6%,-5%,-6%,5%,2.0%,
CC(OC(=O)CC1CC2CCC1C2)C(=O)Nc1cccc(S(=O)(=O)N2CCOCC2)c1 (stereo not given),-3%,3%,0%,16%,0.1%,
Cc1c(N(C(=O)c2ccccn2)C2(C(=O)NC3CCCC3)CCCCC2)c(=O)n(-c2ccccc2)n1C,0%,-2%,7%,0%,0.8%,
NC(=O)c1nsc(C(=O)N(Cc2ccco2)C(C(=O)NCc2ccccc2)c2ccc(O)cc2)c1N (stereo not given),6%,-8%,2%,9%,11%,
CCOC(=O)c1c(C)[nH]c(N=Nc2cccc(OC)c2)c1C,u,-28%,10%,15%,8.5%,
CCc1ccc(NC(=O)CCC(=O)c2ccccc2)cc1,59%,8%,-1%,37%,0.7%,
CC(C)[C@H](NC(=O)c1ccccc1Cl)C(=O)OCC(=O)NCc1ccc2c(c1)OCO2,7%,x,-8%,6%,i,
COc1ccc(NC(=O)c2ccc3snnc3c2)cc1,-2%,11%,0%,0%,2.3%,
O=C(c1ccccc1)C(O)(Cc1ccccc1)c1ccccc1 (stereo not given),2%,4%,4%,-4%,6.7%,
COc1ccc(NC(=O)Nc2ccc(Br)c(C)c2)cc1,-6%,-1%,-9%,13%,1.8%,
COc1ccc(NS(=O)(=O)c2cc(C(=O)OC(C)C(=O)N3CCOCC3)ccc2Cl)cc1 (stereo not given),-5%,5%,0%,-1%,6.7%,
COc1cc(OC)cc(C(=O)Nc2ccc(CN3CCCCC3)cc2)c1,-7%,6%,1%,-1%,3.6%,
O=C(O)c1c(Cl)c(Cl)c(Cl)c(Cl)c1C(=O)N1CCCC1,-4%,2%,-1%,6%,5.2%,
CCN1C(=O)[C@H]2[C@H]3CN=C(SCC(=O)c4ccccc4)N3[C@@](C)(C(=O)OC)[C@H]2C1=O,x,x,9%,x,0.5%,
CCC(=O)c1ccccc1OCCCN1CCC(Cc2ccccc2)CC1,15%,10%,-1%,u,i,

# Gathered by group, the entries above containing a furan ring, fused or not
SMILES,H37Rv inhibition,PhoP GFP inhibition,influenza NS1A,M. tuberculosis,VEEV TC-83 Vero,others
Cc1occc1C(=O)N1CCCC(N2CCN(c3cccc(Cl)c3)CC2)C1 (stereo not given),6%,-9%,22%,10%,2.9%,
COCC(C)n1c(SCC(=O)Nc2oc(C)c3c(C)n[nH]c(=O)c23)nc2ccccc2c1=O (stereo not given),2%,-8%,23%,3%,8.0%,
CCc1ccccc1NC(=S)NC1CC2CCC(C1)N2Cc1ccco1 (stereo not given),-9%,0%,-2%,26%,i,
O=C(CSc1nc(-c2ccco2)cc(C(F)(F)F)n1)Nc1ccccc1C(F)(F)F,-1%,-2%,-1%,-14%,0.1%,
Cc1cc(C)cc(N(CC(=O)NCc2ccco2)C(=O)c2snc(C(N)=O)c2N)c1,-8%,-3%,0%,15%,6.3%,
NC(=O)c1nsc(C(=O)N(Cc2ccco2)C(C(=O)NCc2ccccc2)c2ccc(O)cc2)c1N (stereo not given),6%,-8%,2%,9%,11%,

# Further records follow:
SMILES,H37Rv inhibition,PhoP GFP inhibition,influenza NS1A,M. tuberculosis,VEEV TC-83 Vero,others
CC(=O)c1cccc(NS(=O)(=O)c2ccc(C(=O)Nc3ccccc3)cc2)c1,8%,-10%,5%,30%,5.2%,
Cc1ccc(S(=O)(=O)N2CCOCC2)cc1NC(=O)COC(=O)Cc1ccccc1,0%,x,-5%,4%,i,
COc1ccc(S(=O)(=O)NCc2ccco2)cc1C(=O)N1CCCCC1,-4%,-9%,0%,-11%,i,
CC(=O)NC12CC3CC(C1)CC(C(=O)OCC(=O)Nc1ncc(Cl)cc1Cl)(C3)C2,9%,0%,6%,7%,2.1%,
Cc1cc(C)c2cc(CN(Cc3cccnc3)C(=O)c3ccc(F)cc3)c(Cl)nc2c1,-17%,17%,10%,u,4.9%,
Cc1nn(CC(=O)Nc2ccc(N(C)C)cc2)c(C)c1[N+](=O)[O-],0%,-10%,12%,-1%,i,
